Pol eta inh: DNA polymerase eta (human) inhibition | Q9Y253 | recombinant Pol eta, fluorescent DNA replication assay | Potency, µM (titrated, usually from 114 µM), without a hit: at the highest dose activity change, negative = inhibition, usual class: inhibitors | 1.2% of 390,000 active | AID 588591; note: % is set by controls: 0 for no effect and ±100 for the full control effect
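Pol eta (10 nM) was preincubated with compounds for 15 min at room temperature, after which fluorescent replication substrate (50 nM final) was added to start the reaction. Fluorescence was read kinetically at 0 and 10 min.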
POLK inh: DNA polymerase kappa (human) inhibition; Q9UBT6; purified Pol kappa, fluorescent DNA synthesis assay, 10 min; Potency, µM (highest dose often 107 µM), without a hit: at the top dose activity, negative = inhibition, usual class: inhibitors; 0.53% of 400,000 active; note: % is set by controls: 0 for no effect and ±100 for the full control effect
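Readout: fluorescence, taken kinetically at 0 and 10 min. Conditions: 10 nM Pol kappa, 15 min RT compound preincubation, 50 nM substrate final. Controls: enzyme-free buffer wells.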
Pol beta inh: DNA polymerase beta (human) inhibition; Pol beta primer extension/strand displacement, fluorescence kinetic; P06746; Potency, µM (series often up to 114 µM), without a hit: at the highest dose activity change, negative = inhibition, actives largely listed as inhibitors; 1.3% of 340,000 active; note: % is set by controls: 0 for no effect and ±100 for the full control effect
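Reaction started by 50 nM substrate onto compound-treated Pol beta (10 nM, 15 min preincubation, room temperature); plates read at 0 min and 10 min. Normalized concentration-effect data fitted by four-parameter Hill equation.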
G9a inh: blocks human histone lysine methyltransferase G9a; 8.8% of 350,000 active; Q96KQ7; Potency, µM (titrated, usually from 102 µM), for the others: at the highest dose activity, negative = inhibition, most hits filed as inhibitors; G9a H3K9 monomethylation, AlphaScreen, 2 h; note: % is set by controls: 0 for no effect and ±100 for the full control effect; nearly all actives have a fitted effect of over 75% in size
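AlphaScreen read-out: biotin-H3K9 peptide (500 nM) methylation by 20 nM enzyme with 20 uM SAM, 2 h at room temperature after 15 min compound preincubation; anti-monomethyl H3K9 antibody plus donor/acceptor beads, 10 min dark.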
JMJD2A Tudor inh: blocks the human JMJD2A Tudor domain; O75164; Potency, µM (doses to about 114 µM), for inactives: at the top dose activity change, negative = inhibition, usual class: inhibitors; AID 504339; 4.4% of 390,000 active; AlphaScreen JMJD2A-Tudor / H3K4me3 peptide binding; note: % is set by controls: 0 for no effect and ±100 for the full control effect; nearly all actives have a fitted effect of over 50% in size
Target sequence (O75164 whole entry, looked up, the tested form may be a part): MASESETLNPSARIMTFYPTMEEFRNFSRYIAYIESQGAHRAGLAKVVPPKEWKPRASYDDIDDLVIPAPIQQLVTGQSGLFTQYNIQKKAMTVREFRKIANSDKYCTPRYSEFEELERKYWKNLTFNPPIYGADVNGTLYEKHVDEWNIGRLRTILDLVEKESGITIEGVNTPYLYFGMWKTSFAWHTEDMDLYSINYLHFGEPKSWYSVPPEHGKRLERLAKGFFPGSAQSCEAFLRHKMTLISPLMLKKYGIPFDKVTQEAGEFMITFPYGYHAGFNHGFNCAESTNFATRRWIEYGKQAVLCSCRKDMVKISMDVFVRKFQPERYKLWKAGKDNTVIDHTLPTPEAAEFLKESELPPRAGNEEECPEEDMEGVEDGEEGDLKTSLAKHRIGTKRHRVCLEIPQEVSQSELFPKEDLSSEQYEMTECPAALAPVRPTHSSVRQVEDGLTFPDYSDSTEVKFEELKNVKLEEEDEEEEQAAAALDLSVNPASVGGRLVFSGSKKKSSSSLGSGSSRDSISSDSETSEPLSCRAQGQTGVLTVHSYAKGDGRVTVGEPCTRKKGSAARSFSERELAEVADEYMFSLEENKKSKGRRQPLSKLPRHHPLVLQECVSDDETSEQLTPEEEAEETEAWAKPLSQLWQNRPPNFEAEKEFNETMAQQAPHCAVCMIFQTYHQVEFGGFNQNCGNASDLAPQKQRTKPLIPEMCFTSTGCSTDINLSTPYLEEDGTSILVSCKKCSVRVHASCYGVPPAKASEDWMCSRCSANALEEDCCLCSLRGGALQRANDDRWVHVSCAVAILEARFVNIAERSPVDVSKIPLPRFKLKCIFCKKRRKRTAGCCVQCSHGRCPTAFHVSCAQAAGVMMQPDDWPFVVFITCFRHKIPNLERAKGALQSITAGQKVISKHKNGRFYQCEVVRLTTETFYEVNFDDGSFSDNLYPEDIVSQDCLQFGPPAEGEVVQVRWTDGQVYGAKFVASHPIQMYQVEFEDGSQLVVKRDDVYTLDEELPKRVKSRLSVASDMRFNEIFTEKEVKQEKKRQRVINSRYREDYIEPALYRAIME
POLI inh: inhibitors of human DNA polymerase iota; Pol iota fluorescent replication assay, 10 min; Potency, µM (doses to about 115 µM), for inactives: at the top dose activity, negative = inhibition, usual class: inhibitors; 1% of 390,000 active
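Fluorescent replication assay read twice, at 0 min and 10 min after adding 50 nM (final) substrate. Enzyme (10 nM) and compounds were first incubated 15 min at room temperature; enzyme-free buffer wells were negative controls.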
APEX1 inh: APE1 (human) endonuclease inhibition. Potency, µM (top dose mostly 65.8 µM), inactives show at the top dose activity change, negative = inhibition, hits mostly inhibitors. AID 2517. 0.35% of 350,000 active. P27695. recombinant APE1, TAMRA/BHQ-2 abasic DNA cleavage fluorescence;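 note: plate controls were vehicle for no effect and reference inhibitor for full effect; nearly all actives have a fitted effect of over 55% in size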
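Quantitative HTS: incision of a TAMRA/BHQ-2 double-stranded substrate bearing a tetrahydrofuran abasic site by 0.75 nM APE1 raises fluorescence. Substrate 50 nM final, added after 15 min compound preincubation at room temperature; progress as third-minus-first kinetic read difference.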
BLM helicase inh: inhibitors of human Bloom syndrome helicase BLM | Potency, µM (highest dose often 56.1 µM), inactives show at the highest dose activity change, negative = inhibition, most hits filed as inhibitors | 0.2% of 350,000 active | recombinant BLM DNA unwinding, fluorescence dequenching | P54132 | AID 2528;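 note: plate controls were vehicle for no effect and no enzyme for full effect; nearly all actives have a fitted effect of over 35% in size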
BAZ2B inh: blocks human BAZ2B. Potency, µM (top dose mostly 114 µM), for the others: at the top dose activity change, negative = inhibition, usual class: inhibitors. 4.4% of 360,000 active. Q9UIF8. AID 504333. AlphaScreen BAZ2B-H3K14Ac peptide displacement; note: % is set by controls: 0 for no effect and ±100 for the full control effect; nearly all actives have a fitted effect of over 60% in size
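Protein-peptide AlphaScreen: BAZ2B 50 nM, b-H3K14Ac 50 nM, 1x PBS pH 7.4 + 0.01% Tween-20. Preincubation 30 min RT; cpd 30 min RT (top 110 uM); beads 20 min RT, light-protected.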
* hit, by the source's call; ? = inconclusive; . = not tested or not shown; & = joins results of further samples; [ ] = another dose, or the depositor's remark. Calls come from the whole dose curve; as a rule, active = well fitted curve in the direction sought with a large enough effect; inconclusive = small, poorly fitted or top-dose-only effect, or another doubt; inactive = no such curve, though single readings can be large; an effect the other way counts as inactive or inconclusive. Potency is the fitted concentration of half-maximal effect.

1: O=C(COC(=O)c1c2c(nc3ccccc13)CCN(Cc1ccccc1)C2)Nc1c(F)cccc1F
2: O=c1[nH]c(Cc2ccc(Cl)cc2)nc2ccccc12
3: C[n+]1ccc(/C=C/c2c[nH]c3ccccc23)cc1
4: COc1ccc(CNC(=O)C(=O)NCC2OCCN2C(=O)c2ccc(OC)cc2)cc1 (stereo not given)
5: COc1ccc(OCCNc2cc(N3CCCCC3)ccc2[N+](=O)[O-])cc1
assay / compound | 1 | 2 | 3 | 4 | 5
Pol eta inh | ? | -3% | ? | -4% | -14%
POLK inh | -16% | -4% | -19% | -15% | -13%
Pol beta inh | -1% | 1% | -4% | -3% | 0%
G9a inh | 15%[59 µM] | 7% | ? | 7% | ?
JMJD2A Tudor inh | ? | -9% | -1% | -15% | ?
POLI inh | 25% | 20% | 27% | 26% | 68%[activator]
APEX1 inh | -4% | -4% | -5% | 5% | 3%
BLM helicase inh | -4% | -13% | 6% | -3% | -2%
BAZ2B inh | -39% | -4% | 45µM* | -8% | ?

6: CCOc1ccc(NS(=O)(=O)c2ccc(-c3cnc(C4CC4)o3)cc2)cc1
7: CCOC(=O)C(NC(C)=O)C(=O)Nc1ccc(OC)cc1 (stereo not given)
8: COCCN(C(=O)Cc1cccs1)C(C(=O)NC1CCCC1)c1ccc(OC)c(OC)c1 (stereo not given)
9: NNC(=O)CCn1nnc2ccccc21
10: O=C1CC(c2ccc(Cl)cc2)CC(O)=C1C=NCCN1CCNCC1 (stereo not given)
assay / compound | 6 | 7 | 8 | 9 | 10
Pol eta inh | -22% | -20% | -3% | -14% | .
POLK inh | -6% | 2% | 0% | -2% | .
Pol beta inh | 21% | -12% | 1% | 5% | 9%
G9a inh | . | -2% | 17% | . | ?
JMJD2A Tudor inh | -30% | -15% | -13% | 4% | .
POLI inh | 30% | 53%[activator] | -12% | 161%[activator] | .
APEX1 inh | -15% | 4% | 10% | 0% | 24%
BLM helicase inh | -10% | 0% | 4% | -2% | 4%
BAZ2B inh | ? | -3% | -14% | -17% | 13%

11: c1ccc(CCNCc2ccco2)nc1
12: Cc1ccsc1/C=N/NC(=O)c1ccc(-n2cccc2)cc1
13: C[C@@H]1C(=O)NC2=Nc3cccc(Cl)c3CN21
14: S=C(Nc1ccccc1)N1CCN(c2ccccn2)CC1
15: CC1Cc2cc(S(=O)(=O)N3CCCCC3C)ccc2N1C(=O)C1CCC1 (stereo not given)
assay / compound | 11 | 12 | 13 | 14 | 15
Pol eta inh | -3% | 1% | -5%[57.1 µM] | -9% | -10%
POLK inh | -5% | -11% | -11%[60.1 µM] | -8% | -5%
Pol beta inh | . | ? | 17%[57.1 µM] | 0% | -1%
G9a inh | . | 9% | ? | . | .
JMJD2A Tudor inh | -25% | -13% | . | -12% | -14%
POLI inh | 36%[activator] | 42%[activator] | 4%[58.9 µM] | -7% | -18%
APEX1 inh | . | -1% | 14% | -2% | -3%
BLM helicase inh | . | 1% | . | -9% | -3%
BAZ2B inh | . | -19% | . | -12% | -7%

16: Cn1c(C(=O)O)ccc1S(=O)(=O)N1CCCCCC1
17: CC(=O)c1cccc(NC(=O)CSc2nc(C3CC3)nc3ccccc23)c1
18: Cc1ccccc1-c1nnn(CC(=O)Nc2sc3c(c2C#N)CCC(C(C)(C)C)C3)n1 (stereo not given)
19: Cc1ccsc1C1NC(=O)c2c(sc3c2CCCC3)N1 (stereo not given)
20: CCN(CC)CC#CC(OC)(c1ccccc1)c1ccccc1
assay / compound | 16 | 17 | 18 | 19 | 20
Pol eta inh | -2% | -18% | -2% | ? | -19%
POLK inh | 2% | -35% | 0% | -8% | -10%
Pol beta inh | 31% | ? | 1% | -7% | -17%
G9a inh | 16%[59 µM] | -21% | 2%[59 µM] | ? | -19%
JMJD2A Tudor inh | -10% | -24% | -19% | ? | -13%[57.1 µM]
POLI inh | 48%[activator] | 25µM* | -9% | 0% | 110%[activator]
APEX1 inh | -2% | 41% | . | -5% | -2%
BLM helicase inh | -6% | -9% | -12% | -9% | -6%
BAZ2B inh | -13% | 1% | -13% | -7% | ?

21: O=C(COC(=O)c1cccs1)Nc1nc(-c2ccccc2)cs1
22: CCN(CC)C(=S)Sc1c(-c2ccccc2)c2cc(Cl)ccc2[nH]c1=O
23: Cc1nn(Cc2ccc([N+](=O)[O-])cc2)c(=O)n1N(C)c1ncc(C(F)(F)F)cc1Cl
24: COC(=O)c1c(C)nc2ccccc2c1-c1ccccc1
25: COc1ccc(CC(=O)Oc2ccc(C#N)cc2)cc1
assay / compound | 21 | 22 | 23 | 24 | 25
Pol eta inh | -1% | -6% | -12% | -17% | -16%
POLK inh | -14% | -7% | -6% | 10% | -14%
Pol beta inh | 3%[57.1 µM] | 6% | -1% | 4% | 3%
G9a inh | 40µM* | -39%[12.7 µM] | 0%[12.7 µM] | -1%[12.7 µM] | .
JMJD2A Tudor inh | -5% | ? | -14% | 4% | -6%
POLI inh | 92%[activator] | 3% | 10% | -1% | -4%
APEX1 inh | 11% | 2% | 0% | -4% | -2%
BLM helicase inh | 4% | -10% | -4% | -2% | 1%
BAZ2B inh | 0% | ? | -13% | 4% | 7%

26: COc1ccc(NC(=O)C(=O)NNC(=O)c2cccs2)c(OC)c1
27: O=C(COC(=O)c1cncc(Br)c1)Nc1ccc(F)c(F)c1F
28: COc1ccc(C2CC(c3ccccc3)=NN2C(=O)COC(=O)c2ccc(S(C)(=O)=O)cc2)cc1 (stereo not given)
29: OCc1c(Cl)nc2ccccn12
30: Cc1c(N/N=C(\C#N)C(=O)c2ccccc2)c(=O)n(-c2ccccc2)n1C
assay / compound | 26 | 27 | 28 | 29 | 30
Pol eta inh | -6% | -4% | -17% | -4% | -4%
POLK inh | 2% | -9% | -6% | 4% | 6%
Pol beta inh | -5% | . | . | -1% | 34%
G9a inh | 22% | ? | -34% | -4% | ?
JMJD2A Tudor inh | -26% | -8% | -24% | 14% | 56µM*
POLI inh | -11% | 14% | 27% | 10% | 35%[activator]
APEX1 inh | -2% | 13% | 7% | 4% | -4%
BLM helicase inh | -2% | . | . | -5% | -10%
BAZ2B inh | -26% | -6% | 2% | 5% | 32µM*

31: Cc1ccc(CNC(=O)CCc2nnc3ccc(N4CCC5(CC4)OCCO5)nn23)cc1
32: COc1cc(OC)cc(C(=O)NNC(=O)c2cc3c(s2)CCCC3)c1
33: Cn1c(Cc2ccc3c(c2)OCO3)nnc1SCC(=O)NC1CCCC1
34: CCOC(=O)N/N=C(\CCC(=O)O)c1cccs1
35: O=[N+]([O-])c1cc(/C=N/N2CCN(c3ccccc3)CC2)ccc1Cl
assay / compound | 31 | 32 | 33 | 34 | 35
Pol eta inh | -13% | -3% | . | 5% | -24%
POLK inh | 79µM* | 11% | . | 1% | -9%
Pol beta inh | 14% | 23% | -2% | 3% | 9%
G9a inh | 46% | . | 3% | 2% | -18%[59 µM]
JMJD2A Tudor inh | 3% | -7% | . | 5% | -3%
POLI inh | ? | -10% | . | 79%[activator] | 4%
APEX1 inh | -4% | 16% | 2% | 1% | -4%
BLM helicase inh | 3% | -2% | -4% | 1% | 0%
BAZ2B inh | -2%[57.1 µM] | 9% | -6% | -3% | ?

36: Cc1ccc(N2C(=O)SC(N(CC(=O)O)c3ccc(C)cc3)C2=O)cc1 (stereo not given)
37: CCc1noc(C)c1C(=O)NNC(=O)COc1ccc(Br)cc1
38: O=C(Nc1ccc(Cl)c(S(=O)(=O)N2CCOCC2)c1)c1ccc2c(c1)OCO2
39: Cc1snc(SCC(=O)N/N=C(\N)COc2cccc(C(F)(F)F)c2)c1C#N
40: CCC(CO)n1c(=S)[nH]c2cc(OC)c(OC)cc2c1=O (stereo not given)
assay / compound | 36 | 37 | 38 | 39 | 40
Pol eta inh | -7% | -20% | -18% | ? | -7%
POLK inh | 4% | -12% | 0% | -7% | 1%
Pol beta inh | 54% | 21% | . | -3% | 6%
G9a inh | -17% | 53%[activator] | . | 36%[12.7 µM] | 18µM*
JMJD2A Tudor inh | -14% | -8% | -12% | -12% | 25µM*
POLI inh | -20% | 106%[activator] | 84%[activator] | 25% | 3%
APEX1 inh | ? | 17% | -12% | 1% | -4%
BLM helicase inh | 0% | -7% | . | -4% | -3%
BAZ2B inh | ? | -12% | . | 4% | -17%

41: Cc1ccc(CCNC(=O)c2cc(S(=O)(=O)N3CCCCC3)c[nH]2)cc1
42: Cc1ccc(-n2nc(C)c3c(C)cc(=O)n(CC(=O)NCc4ccc(OC(C)C)cc4)c32)cc1
43: COc1ccc2ccccc2c1/C=N\n1c(C)cc(C)c(C(N)=O)c1=O
44: Cc1cc(C)nc(NC(=O)C(C)C)n1
45: COc1cc(C(C)=O)ccc1OCCCN1CCC(Cc2ccccc2)CC1
46: Cc1ccc(C)c(NC(=O)C2CCCN2S(=O)(=O)c2ccc3c(c2)n(C)c(=O)c(=O)n3C)c1 (stereo not given)
assay / compound | 41 | 42 | 43 | 44 | 45 | 46
Pol eta inh | -23% | -15% | 1% | -21% | -21% | -9%&-19%
POLK inh | 3% | 0% | -6%[60.1 µM] | -12% | 3% | 3%&-28%
Pol beta inh | 0% | -3% | 32% | 13% | 1% | 2%&-7%
G9a inh | . | 22%[59 µM] | -3%[0.501 µM] | 17%[2.33 µM] | 35µM* | -10%
JMJD2A Tudor inh | -14% | -14% | -25% | 4% | ? | -23%&-24%
POLI inh | 3% | -16% | 26% | 16% | 50%[activator] | 30%&-4%
APEX1 inh | -9% | . | 0% | 3% | 14% | -3%
BLM helicase inh | -4% | 2% | -1% | 0% | -6% | -3%&3%
BAZ2B inh | -5% | -20% | ? | 5% | 56µM* | -9%&4%

Source: PubChem BioAssay

This is a subset. The share of hits here may be higher or lower than overall.
